Assay outcomes: PubChem BioAssay, several laboratories
PERK inhibitor: inhibitors of human PERK kinase. Q9NZJ5. CHO PERK-DD fusion, SEAP luminescence translation reporter. inhibition, % at 5.6 µM. 220,000 tested, 0.17% active;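 active means inhibition above the mean inhibition of all tested compounds plus 3 SD, set separately per screening campaign, cut at about 2.9% in these data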;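 further: PERK kinase domain activated by AP20187 dimerizer at 100 nM; 0% = DMSO with dimerizer and 100% = rapamycin at 8.4 µM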
RBBP9 inhibitor: blocks human serine hydrolase RBBP9 | AID 1515 | inhibition, % at 7.94 µM | O75884 | recombinant RBBP9, FP-Rh probe fluorescence polarization | 220,000 tested, 0.2% active;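 active means inhibition above the campaign mean of all tested compounds plus 3 SD, cut at about 14% in these data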;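 further: plate controls were DMSO wells with RBBP9 for no effect and wells lacking RBBP9 protein for full effect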
Target sequence (O75884 whole entry, looked up): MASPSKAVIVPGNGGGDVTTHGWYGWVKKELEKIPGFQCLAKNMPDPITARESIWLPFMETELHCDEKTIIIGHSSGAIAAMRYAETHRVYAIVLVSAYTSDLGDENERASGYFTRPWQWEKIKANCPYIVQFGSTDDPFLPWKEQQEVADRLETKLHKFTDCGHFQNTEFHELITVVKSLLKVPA
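Controls: DMSO-treated enzyme wells and wells lacking RBBP9 | Material: RBBP9 protein | Technique: Fluorescence polarization | Replication: Single well per compound, no replicates | Buffer or medium: Tris-NaCl-Pluronic buffer, pH 8.0 | Timing: 30 min compound preincubation, 45 min probe labeling, 25 °C | Read-out basis: Percent inhibition from mP, scaled between DMSO and no-protein wells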
EP2 mod: modulates human prostaglandin E2 receptor EP2 signaling. EP2-expressing cells, cAMP HTRF FRET, PGE2 co-stimulation. 260,000 tested, 0.83% active. induction, % at 25 µM. P43116;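 active means compounds whose cAMP rise, as percent of the full-agonist control response, exceeds 60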;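 further: rat C6 glioma line stably carrying human EP2 under a CMV promoter; the protocol text gives 20 µM as final concentration; 100% = response of wells given 1 µM PGE2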
Hck Nef HTS: human Hck-Nef kinase inhibition; Recombinant Hck-YEEI plus Nef, Z-Lyte FRET kinase assay; inhibition, % at 20 µM; 220,000 tested, 0.68% active; P08631;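 active means Hck-Nef kinase inhibition above about 50%, limit read from the data; inactive means inhibition below that limit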;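 further: 0% = DMSO with Hck plus Nef and 100% = Hck alone without Nef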
PGE2 EP2 inh: inhibitors of human EP2 prostaglandin E2 receptor; inhibition, % at 25 µM; P43116; AID 1422; 260,000 tested, 0.52% active; C6 glioma cells expressing human EP2, cAMP TR-FRET; cells stimulated with saturating PGE2;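 active means percent inhibition above 40 after rounding to a whole number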;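 further: rat C6 glioma host cells with rolipram phosphodiesterase inhibitor present; the protocol text gives 20 µM as final concentration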
TNF death inh: TNF-alpha cell death inhibition in Jurkat FADD-/- cells; activation (protection from cell death), % at 10 µM; AID 463075; 220,000 tested, 0.068% active; Jurkat FADD-/- TNF necroptosis rescue, ATP luminescence, 24 h; 0 = TNF only, 100 = no-TNF cells;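 active means activation, meaning protection from cell death, of at least 50% relative to plate controls; inactive means activation below 50%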;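 further: necroptosis triggered by 40 ng/mL TNF-alpha added together with compound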
Runt-SMMHC FRET: inhibitors of human RUNX1 Runt domain binding to CBFb-SMMHC; inhibition, % at 20 µM; Cerulean-Runt/Venus-CBFb-SMMHC FRET ratio 530/480, 1 h; AID 1434; 220,000 tested, 0.74% active;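 active means mean inhibition across duplicate retests at 20 µM reaching about 50%, limit read from the data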;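 further: 0% = DMSO wells and 100% = wells with excess untagged CBFb-SMMHC; inhibitors lower the FRET ratio by blocking Runt binding to CBFb-SMMHC; some results filed as inactive read as strong as hits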
Target sequence (Q01196 whole entry, looked up, the tested form may be a part): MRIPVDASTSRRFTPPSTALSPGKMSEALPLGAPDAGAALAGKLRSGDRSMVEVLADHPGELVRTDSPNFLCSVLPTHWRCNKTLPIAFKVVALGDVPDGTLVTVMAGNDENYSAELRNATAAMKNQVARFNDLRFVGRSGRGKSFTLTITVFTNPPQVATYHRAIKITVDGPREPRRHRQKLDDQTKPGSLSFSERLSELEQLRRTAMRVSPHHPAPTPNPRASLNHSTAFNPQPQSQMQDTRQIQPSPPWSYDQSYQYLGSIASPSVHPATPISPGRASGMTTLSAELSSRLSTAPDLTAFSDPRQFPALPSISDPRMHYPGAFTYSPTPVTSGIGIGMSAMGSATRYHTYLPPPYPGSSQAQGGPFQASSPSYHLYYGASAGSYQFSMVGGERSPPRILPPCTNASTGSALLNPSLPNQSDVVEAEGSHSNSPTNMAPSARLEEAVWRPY
Target sequence (Q13951 whole entry, looked up, the tested form may be a part): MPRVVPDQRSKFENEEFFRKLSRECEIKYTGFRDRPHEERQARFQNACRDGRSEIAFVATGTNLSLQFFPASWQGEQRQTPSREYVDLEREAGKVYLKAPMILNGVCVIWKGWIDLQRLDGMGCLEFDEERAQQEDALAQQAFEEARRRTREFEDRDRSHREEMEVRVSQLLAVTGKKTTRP
Runt-CBFb FRET: Runt domain-CBFb interaction inhibition; AID 1496; inhibition, % at 20 µM; Cerulean-Runt/Venus-CBFb FRET ratio 530/480, 1 h; 220,000 tested, 0.46% active;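 active means inhibition over about 50% at 20 µM in the single-dose screen, limit read from the data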;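 further: 0% = DMSO wells and 100% = excess unlabeled CBFb competitor control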
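Measured by: fluorescence energy transfer, 422 nm excitation, 530/480 nm emission; Assay system: Cerulean-Runt domain; Medium: Tris pH 7.5 buffer with BSA; Measure: loss of energy transfer signal; Controls: 5 µM unlabeled CBFb as full-inhibition high control; Incubation: protein complex preformed 1 h, compound exposure 1 h, room temperature, dark.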
L929 necroptosis: L929 zVAD cell death inhibition. AID 1377. viability rescue, % at 10 µM. 220,000 tested, 0.38% active. L929 zVAD necroptosis rescue, ATP luminescence, 24 h; with zVAD 60 µM;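 active means activation, scaled between plate controls, above about 75%, limit read from the data; inactive means activation under that limit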;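 further: 0% = zVAD with DMSO and 100% = DMSO alone without zVAD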
Numbers without * were called inactive; . = not tested or not shown; + = active, no number; & = joins results of further samples.

SMILES	PERK inhibitor	RBBP9 inhibitor	EP2 mod	Hck Nef HTS	PGE2 EP2 inh	TNF death inh	Runt-SMMHC FRET	Runt-CBFb FRET	L929 necroptosis
Cc1ccccc1C(=O)Nc1cccc(NC(=O)c2ccc(-c3ccc(Br)cc3)o2)c1	-0.1	-3	-3	1	.	-0.4	-2	-2	1.3
O=C(C1CCCO1)N1CCN(S(=O)(=O)c2cccc3nsnc23)CC1 (stereo unspecified)	0.2	2	22	-17	7	1.5	1	-2	0.9
COC(=O)c1cc2c(=O)n3ccccc3nc2n(Cc2cccnc2)c1=N	1.3	-3	.	47	6	-0.9	.	.	-0.3
CCOc1ccc(Nc2nnc(Cc3ccc(OC)cc3)c(=O)[nH]2)cc1	0.5	-6	-34	36	4	-1.6	7	2	1.3
CCOC(=O)Cc1nnc(NC(=O)c2ccco2)s1	0.9	2	3	-1	11	-0.1	4	0	-0.5
COCCCNC(=O)c1ccc(Cn2c(=O)c3ccccc3n(Cc3cc(C)ccc3C)c2=O)cc1	0.2	-8	43	13	1	1.1	0	-5	0.2
COc1ccc(CNC(=O)c2ccc3c(=O)n(CCCN4CCCC4=O)c(=S)[nH]c3c2)cc1	-1.4	-4	-18	-6	5	-1.4	4	-3	2.4
CCN(CC)S(=O)(=O)c1ccc(NC(=O)c2cc(=O)[nH]c3ccccc23)cc1	1.0	2	-42	11	11	1.1	-3	0	2.9
CCOC(=O)C(C)(C)Sc1ncnc2nc[nH]c12	0.3	16*	27	7	7	1.1	0	-1	0.9
CCCCCC(=O)Nc1nc2ccccc2[nH]1	-0.2	-1	4	1	5	-3.0	5	1	1.3
O=C1CCCc2nc(N3CCc4ccccc43)ncc21	-0.2	-10	23	5	3	-5.6	3	-1	0.4
Cc1c(Cl)cn2c(=O)cc(CN3CCN(c4ccccc4)CC3)nc2c1Cl	0.5	-5	20	22	8	-0.1	-8	-3	1.2
CCn1c(=O)c(C(=O)NCCN2CCCCC2)c(O)c2ccccc21	-0.9	-4	-7	1	11	1.5	-2	-1	2.0
CCN1C(=O)C(O)(CC(=O)c2cc(C)ccc2C)c2ccccc21 (stereo unspecified)	-0.3	-14	32	0	13	-0.6	2	3	-0.3
Cn1nc(-c2ccccc2F)c2cc(C(=O)Nc3ccc4c(c3)OCCO4)sc21	-1.6	-29	-14	-23	11	-2.3	0	1	0.3
CCOC(=O)c1[nH]c(COC(=O)CCOc2ccccc2OC)c(C(=O)OCC)c1C	0.7	-13	30	0	3	-1.6	-10	.	0.3
O=[N+]([O-])c1ccccc1S(=O)(=O)Oc1ccccc1/C=N/n1cnnc1	0.9	-10	-14	9	8	-0.1	4	-3	-0.1
COc1ccc(NC(=O)Nc2ccccc2F)cc1Cl	0.3	-3	-34	-24	9	0.7	-4	-1	1.3
Cc1ccc([N+](=O)[O-])c2cccnc12	1.3	-7	23	1	11	-1.1	-4	-2	0.0
CCOC(=O)c1c(-c2ccco2)csc1N	0.2	4	32	0	12	-2.6	-62	-8	0.2
CCCN(CCC)CC(O)CN1C(=O)N(CN2C(=O)N(CC(O)CN(CCC)CCC)C(=O)C2(C)C)C(C)(C)C1=O (stereo unspecified)	0.6	-4	-5	23	2	1.1	3	-1	0.6
CCNc1c(NCC)c(=O)c1=O	1.1	1	18	17	6	1.6	2	1	-0.1
Cc1onc(-c2c(F)cccc2Cl)c1C(=O)N1CCN(c2ncc(Br)cn2)CC1	-0.2	4	-4	3	14	2.0	-6	1	0.5
CCOC(=O)c1ccc(NC(=O)CC2C(=O)N(c3cccc(OC)c3)C(=O)N2CCOC)cc1 (stereo unspecified)	-0.4	2	-7	1	10	0.3	1	-1	0.5
CN1/C(=C/C(=O)c2ccc(Cl)cc2)Sc2cc3c(cc21)OCO3	1.1	-1	-62	9	75*	-0.6	-79	-56	0.6
COC(=O)c1sc(NC(=S)NC(=O)c2ccccc2Cl)nc1C	0.9	-5	-6	2	9	4.2	-1	32	1.1
Cc1cc(C)c(OCC(=O)OCCNC(=O)c2cccnc2)c(C)c1	1.1	-7	21	1	8	0.4	2	7	0.6
Oc1cccc(NC(=S)N=Nc2c(O)[nH]c3ccc(Br)cc23)c1	-0.2	9	-57	10	14	-9.5	-7	0	1.2
CN(C)/C=N/C(=S)Nc1ccc(F)cc1	0.9	-3	12	-1	4	0.2	7	-1	0.1
CCN(CC)C(=O)c1cncc(C(=O)N(CC)CC)c1-c1ccccc1	-0.6	-9	-3	-2	9	0.5	0	1	2.7
CCc1ccc(CN(C)CC(=O)Nc2sccc2C#N)cc1	0.0	2	18	8	6	1.5	-4	-1	-0.1
Cc1ccc2c(COC(=O)CC3Sc4ccccc4NC3=O)cc(=O)oc2c1C (stereo unspecified)	0.6	-13	-26	3	6	0.7	2	-5	0.7
COc1cccc(C2C3CN(C)CC=C3C(C#N)=C(N)C2(C#N)C#N)c1OC (stereo unspecified)	-0.8	-3	10	12	.	-1.1	62*	74*	0.1
COc1c(C(C)C)oc2cc3oc(=O)ccc3cc12	0.1	8	7&16	31	14&1	-0.4	22	7	1.2
COC(=O)c1ccc(CSc2ncn[nH]2)o1	0.7	-4	10	2	3	2.1	0	0	-0.4
CC(=O)Nc1ccccc1OCc1nnc(-c2cccs2)o1	-1.0	2	33	-1	7	-1.9	-2	2	-0.2
COc1cc2nc(CN3CCN(S(=O)(=O)c4ccc(C)c(C)c4)CC3)[nH]c(=O)c2cc1OC	-0.2	1	-7	20	9	3.6	-3	0	0.4
CCc1nnc(NC(=O)C2CCCN2C(=O)Nc2ccccc2)s1 (stereo unspecified)	1.2	-3	-4	-4	1	-0.7	0	4	-0.4
COc1ccc(CNC(=O)c2c(F)c(F)c(F)c(F)c2F)cc1	0.0	-3	-41	0	8	2.2	-6	-1	0.6
Cc1cccc(C)c1OCC(O)CN1CCC(CN2C(=O)c3cccc4cccc(c34)C2=O)CC1 (stereo unspecified)	-2.0	1	-28	8	21	-15	2	1	1.2
Cc1ccnc(NC(=O)CCC(=O)N(CC(=O)NCCc2ccccc2)Cc2ccco2)c1	-0.2	-1	22	2	9	-3.5	-3	0	0.2
c1ccc(Cn2nnnc2CN2CCCC2)cc1	1.3	-11	17	-1	5	-0.4	-10	-2	0.2
CCCNC1=C(N(C(C)=O)c2cccc(F)c2)C(=O)c2ccccc2C1=O	-0.8	-15	-14	1	7	-12	-2	0	7.2
COc1ccccc1C(=O)NC(=S)Nc1ccc(S(=O)(=O)N2CCN(C)CC2)cc1	0.1	-5	-7	2	14	1.1	-7	-6	1.4
Clc1cccc(-c2ccc(C=Nc3ccc(N4CCOCC4)cc3)o2)c1	-0.5	-4	-19	12	15	-0.2	-3	-4	-0.5
CCOC(=O)c1c(NC(=O)CSc2nnc(C)o2)sc(C)c1C	-0.1	3	28	21	5	1.0	-2	-1	-0.1
CCNC(=S)NNC(=O)c1cc(-c2ccc(OC)cc2)nc2ccccc12	1.2	-8	13	9	7	-10	4	-2	-2.0
Cc1cc(-n2c(=O)c(C#N)cc3c(=O)n4ccccc4nc32)no1	0.2	-5	-1	+	2	0.7	65*	12	1.1
COc1nnc(-c2ccc(N3CCOCC3)c(NC(=O)c3ccccc3)c2)c2ccccc12	-0.9	-2	-2	-3	2	-1.9	-1	-3	-0.1
COc1ccc(C2Nc3cc(OC)ccc3-n3cccc32)cc1 (stereo unspecified)	-0.8	-4	-12	14	16	1.2	23	7	1.0
Cc1cccc(C(=O)OCc2cncs2)c1	0.2	-5	-4	-16	8	-1.1	0	2	1.6
COc1ccc(OC)c(S(=O)(=O)N2CCCc3ccccc32)c1	-0.3	3	21	0	14	-3.9	0	-3	-0.3
Cn1cc(C(=O)c2cccc(Cl)c2Cl)cc1C(=O)O	0.5	-4	0	2	9	-1.8	3	0	-0.4
COc1ccccc1N1CCN(C(=O)Cc2c(C(=O)O)[nH]c3ccc(Cl)cc23)CC1	-0.3	0	-4	-2	6	0.1	2	0	1.0
CNC(=O)C1=C(C)Nc2nc3ccccc3n2C1c1ccc(F)cc1 (stereo unspecified)	-0.4	-4	14	17	3	-1.1	-1	2	1.3
O=C(NCCO[N+](=O)[O-])c1cccnc1	2.1	1	.	.	10	.	-8	-1	.
COc1ccc(C=O)cc1COc1ccc([N+](=O)[O-])c(C)c1	1.3	-4	-11	21	4	-7.2	-5	-1	3.3
CC(Oc1ccc(F)cc1)C(=O)/C=C\N(C)C (stereo unspecified)	2.0	4	5	3	6	-1.9	-8	1	0.2
O=S(=O)(CCc1nc2ccccc2[nH]1)c1ccc(Br)cc1	-0.1	-2	-15	6	4	3.3	1	-1	1.4
CC(=O)NC1=NC(=O)/C(=C/N2CCOCC2)S1	0.2	-4	8	2	3	0.6	0	0	2.5

Profiles, quoted from the list. Order of values: PERK inhibitor | RBBP9 inhibitor | EP2 mod | Hck Nef HTS | PGE2 EP2 inh | TNF death inh | Runt-SMMHC FRET | Runt-CBFb FRET | L929 necroptosis
Entry for CCCNC1=C(N(C(C)=O)c2cccc(F)c2)C(=O)c2ccccc2C1=O → -0.8 | -15 | -14 | 1 | 7 | -12 | -2 | 0 | 7.2
Entry for Clc1cccc(-c2ccc(C=Nc3ccc(N4CCOCC4)cc3)o2)c1 → -0.5 | -4 | -19 | 12 | 15 | -0.2 | -3 | -4 | -0.5
Entry for COc1ccccc1C(=O)NC(=S)Nc1ccc(S(=O)(=O)N2CCN(C)CC2)cc1 → 0.1 | -5 | -7 | 2 | 14 | 1.1 | -7 | -6 | 1.4

Continued.
SMILES	PERK inhibitor	RBBP9 inhibitor	EP2 mod	Hck Nef HTS	PGE2 EP2 inh	TNF death inh	Runt-SMMHC FRET	Runt-CBFb FRET	L929 necroptosis
CC(C)c1cc(C(N)=O)c(NC(=O)c2cccc(COc3ccc(Br)cc3)c2)s1	-0.3	-2	-19	5	9	1.0	2	2	-1.1
Nc1cc(-c2ccccc2)nn1Cc1ccccc1	-0.2	-9	-20	-16	8	2.3	-2	-1	0.7
COc1ccc(-c2cnn(C3CCS(=O)(=O)C3)c2N)cc1 (stereo unspecified)	1.4	-2	3	-3	17	0.8	1	-1	0.2
CC(=O)c1ccc(N2CCN(C(=O)CCC(=O)c3cccs3)CC2)cc1	-0.4	-7	-45	24	2	-0.4	0	0	-0.2
CC(Oc1ccccc1F)C(=O)NN (stereo unspecified)	0.1	0	8	3	11	0.6	1	-3	0.5
CN(Cc1cc(=O)n2ccsc2n1)c1ccccc1	1.1	0	14	1	3	-2.5	-6	1	-0.6
COc1ccc(CN2CCN(S(=O)(=O)c3ccccc3)CC2)cc1Br	-0.2	-6	31	10	2	4.0	2	1	-0.5
FC(F)(F)c1cc(-c2ccccc2)nc2ncnn12	0.7	-6	-17	-4	11	-2.0	0	-2	-0.7
NC(=O)c1cc([N+](=O)[O-])ccc1NCCN1C(=O)c2ccccc2C1=O	0.5	-5	-13	19	7	0.8	-4	-1	3.8

A portion of the library; rates above refer to the full screens.
